HTT cytoprotect = cytoprotection in Huntington HTT-Q103 PC12 cell model; PC12 HTT-Q103 induced, cytoprotection, ATP luminescence, 40 h; Potency, µM (doses to about 56.4 µM), inactives show cytoprotection (ATP increase), usual class: activators; hit rate 0.14% among 230,000;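 note: potency is the fitted concentration of half-maximal effect; % of control where 0% means no effect; nearly all actives have a fitted effect of over 45% in size; toxic huntingtin expression switched on by the ecdysone agonist tebufenozide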
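ATP quantification (ATPlite) reports survival of PC12 cells in which tebufenozide, 100 nM final, switches on Htt exon 1 with 103 glutamines linked to GFP; compounds are titrated.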
IMPase Li cell = IMPase inhibition in cells with lithium potentiation. CHO-M1 cells, IP1 TR-FRET (IP-One), carbachol + lithium. Potency, µM (titrated, usually from 59.4 µM), without a hit: at the highest dose activity, negative = IMPase inhibition, most hits filed as inhibitors. hit rate 0.35% among 210,000. AID 1457;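 note: IP1 builds up when IMPase is blocked and the TR-FRET signal falls; potency is the fitted concentration of half-maximal effect; plate controls were basal vehicle for no effect and high inhibitor control for full effect; nearly all actives have a fitted effect of over 50% in size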
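IP1 accumulation measured by competitive TR-FRET in lysed CHO-M1 cells after 30 min compound exposure at 37C, with a small lithium addition to potentiate weak responses. Hill-equation AC50 from ratio and donor-channel data.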
Lamin A splicing = changes lamin A minigene splicing in HeLa cells. HeLa LMNA splicing GFP/RFP minigene ratio, 48 h. Potency, µM (titrated, usually from 46.1 µM), without a hit: top-dose ratio change, negative = inhibition, actives largely listed as inhibitors. hit rate 0.01% among 200,000; active = well fitted inhibition curve with a large enough effect in the signal ratio, with a control signal flat, not every such curve was filed as active; inconclusive = small, poorly fitted or top-dose-only effect, or effect the other way, or a change in a side signal; the % refers to the signal ratio; note: potency is the fitted concentration of half-maximal effect; % is set by controls: 0 for no effect and ±100 for the full control effect
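Read-out is the ratio of GFP to DsRed2 object intensity, acquired by 488 nm laser-scanning cytometry on HeLa lamin A-EGFP minigene reporter cells. Compound incubation 48 hrs at 37 °C in Opti-MEM with 2% FBS; DMSO 0.5% final.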
Luc counter = counter-screen: inhibitors of Kinase-Glo firefly luciferase; Kinase-Glo luciferase, ATP luminescence, 8 min; hit rate 0.28% among 200,000; Potency, µM (top dose mostly 38.3 µM), for inactives: at the highest dose activity change, negative = inhibition, usual class: inhibitors; note: potency is the fitted concentration of half-maximal effect; % is set by controls: 0 for no effect and ±100 for the full control effect; nearly all actives have a fitted effect of over 60% in size
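Substrate mix (final 50 mM imidazole pH 7.2, 50 mM KCl, 7 mM MgCl2, 10 uM ATP, 0.01% Tween 20, 0.05% BSA) plus pin-tool compound, then Kinase-Glo detection mix; 8 min ambient, luminescence read.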
SMN2 splice enh = increases expression of the SMN2 splice variant. HEK293 SMN2-luciferase splicing reporter, luminescence, 30-36 h. Potency, µM (top dose mostly 46.1 µM), without a hit: top-dose activity change, positive = activation, hits mostly activators. hit rate 2.8% among 210,000. AID 1458; note: potency is the fitted concentration of half-maximal effect; % of control where 0% means no effect; nearly all actives have a fitted effect of over 55% in size
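HEK293 cells carry an SMN2 […]–luciferase reporter in which exon 7 inclusion puts luciferase in frame. Cells were plated 10-12 h before compound addition, then incubated 30-36 h at 37C. ONE-Glo luminescence was read; sodium butyrate at 4.5 mM final served as control.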
HTT aggregate = reduces HttQ103-GFP aggregates in PC12 cells. PC12 HttQ103-GFP aggregates, Acumen cytometry, 40 h. Potency, µM (series often up to 46.1 µM), for the others: top-dose activity change, negative = inhibition, most hits filed as inhibitors. hit rate 1.1% among 220,000; note: potency is the fitted concentration of half-maximal effect; % is set by controls: 0 for no effect and ±100 for the full control effect; nearly all actives have a fitted effect of over 60% in size
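Steps: seed 1500 PC12 HTTQ103-GFP cells/well; add tebufenozide, 100 nM final; add compound titration; add ATPLite reagent; quantify GFP aggregates by laser scanning cytometry.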
CBFb-RUNX1 inh = blocks binding between human CBF-beta and RUNX1; AID 1477; Potency, µM (series often up to 59.8 µM), for inactives: at the top dose activity, negative = inhibition, hits mostly inhibitors; 230,000 tested, under 10 active; AlphaScreen CBFb-His/RUNX1-biotin binding, biochemical; note: % of control where 0% means no effect
Target sequence (Q01196 whole entry, looked up): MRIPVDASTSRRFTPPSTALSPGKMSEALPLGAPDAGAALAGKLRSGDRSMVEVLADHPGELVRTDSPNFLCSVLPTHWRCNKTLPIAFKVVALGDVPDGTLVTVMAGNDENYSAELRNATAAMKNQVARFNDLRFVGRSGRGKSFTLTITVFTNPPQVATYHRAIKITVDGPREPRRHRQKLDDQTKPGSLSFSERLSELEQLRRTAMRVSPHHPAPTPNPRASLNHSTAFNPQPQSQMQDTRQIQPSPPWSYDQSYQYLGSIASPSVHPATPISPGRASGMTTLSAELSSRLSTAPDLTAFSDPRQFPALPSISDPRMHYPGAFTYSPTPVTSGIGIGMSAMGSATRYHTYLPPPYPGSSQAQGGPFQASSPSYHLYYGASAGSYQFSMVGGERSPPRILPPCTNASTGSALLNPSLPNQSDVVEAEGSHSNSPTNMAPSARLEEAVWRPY
Target sequence (Q13951 whole entry, looked up): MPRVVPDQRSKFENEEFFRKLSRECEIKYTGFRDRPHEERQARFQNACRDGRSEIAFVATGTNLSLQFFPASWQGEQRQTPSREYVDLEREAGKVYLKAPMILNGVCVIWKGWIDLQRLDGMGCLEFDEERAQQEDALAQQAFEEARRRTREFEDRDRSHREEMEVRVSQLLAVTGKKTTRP
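Proteins preincubated together for 20 min at RT before compound addition; 15 min later, nickel and streptavidin beads were added and left 90 min prior to AlphaScreen measurement.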
An asterisk follows results filed as active; ? = inconclusive; / = not tested or not shown; [ ] = dose if it differs, or a comment. Unless noted, calls come from the whole dose curve; as a rule, active = well fitted curve in the direction sought with a large enough effect; inconclusive = small, poorly fitted or top-dose-only effect, or another doubt; inactive = no such curve, though single readings can be large; an effect the other way counts as inactive or inconclusive.

Compound | HTT aggregate | Luc counter | IMPase Li cell | HTT cytoprotect | Lamin A splicing | CBFb-RUNX1 inh | SMN2 splice enh
Cc1cc(C)n(CC(O)COc2ccccc2C(=O)Nc2ccccc2)n1 (centres undefined) | 22% | 0% | -5%[38.3 µM] | -18% | 10% | 3% | -23%
Fc1ccc2nc(N3CCOCC3)sc2c1 | 2% | -18% | -7% | -41%[inhibitor] | / | 10% | ?
COCCn1c(C)cc(C(=O)COc2ncnc3ccc(Br)cc23)c1C | 26% | 0% | 10% | -19% | -2%[46 µM] | -2% | 2%
O=C(Nc1ccccc1)c1cccc(=O)o1 | 18%[9.22 µM] | / | / | 28%[10 µM] | / | 3% | /
COc1ccc(C(C(=O)NC2CCCCC2)N(C(=O)CCl)c2ccc(Cl)cc2)cc1 (centres undefined) | ? | -4% | 4% | 0%[10 µM] | ? | 6% | -5%[1.84 µM]
CCn1cc(CNC(=O)c2cc(-c3cc(OC)ccc3OC)nc3ccccc23)c(C)n1 | ? | 0% | 2% | 15%[10 µM] | 2% | 7% | -12%
O=c1c(-c2cc(O)c(O)c(O)c2)coc2cc(O)c(O)c(O)c12 | / | -4% | 7% | -64%[inhibitor] | / | / | -5%
CNC(=O)COC(=O)/C=C/c1cccs1 | 7% | 0% | 8% | -30% | ? | 23% | -5%
CCOC(=O)c1nnn(-c2nonc2N)c1CNC(C)C | -9% | 0% | -21%[38.3 µM] | -5% | 3% | 11% | 0%
O=C(COc1ccccc1)N(Cc1ccco1)C1CCS(=O)(=O)C1 (centres undefined) | 7% | -3% | -26%[38.3 µM] | -2%[0.074 µM] | 5% | 14% | -6%
O=C(CN1CCN(c2ccccc2O)CC1)NNC(=O)c1ccc(Cl)cc1 | 7% | 3% | -6% | 5%[10 µM] | -2% | -10% | -11%
Cc1ccc(Cn2c(C(=O)O)cc3sccc32)cc1 | 10% | -2% | -4% | / | -6% | -4% | -12%
COc1ccc(/C(=N\O)c2ncc(C(F)(F)F)cc2Cl)cc1 | -4%[9.22 µM] | 0% | 10%[38.3 µM] | 1% | 3% | -3% | -13%
CC(C)(C)NC(=O)C(OC(=O)c1cccs1)c1ccccc1 (centres undefined) | 4%[9.22 µM] | 1% | 10% | 24%[10 µM] | 0%[46 µM] | 2% | /
O=C(CN1C(=O)C(=O)N(Cc2ccccc2)C1=O)Nc1cc(Cl)cc(Cl)c1 | -3%[9.22 µM] | / | / | 26%[10 µM] | / | 2% | /
CCCC(=O)NC(Nc1ccc(S(=O)(=O)Nc2cc(C)on2)cc1)(C(=O)OCC)C(F)(F)F (centres undefined) | 8% | -3% | -4%[38.3 µM] | -12% | -1% | 4% | 3%
O=C1c2oc3ccccc3c(=O)c2C(c2cccnc2)N1CCCN1CCOCC1 (centres undefined) | -1% | 4% | -2%[38.3 µM] | -3%[0.074 µM] | -4% | 3% | -3%
O=C(O)c1cccc(S(=O)(=O)Nc2ccccc2N2CCOCC2)c1 | -16%[9.22 µM] | / | / | -3%[10 µM] | / | -15% | /
Cc1ccc(NC(=O)Cn2nnc(C(=O)NCc3cccs3)c2N)cc1 | 21% | 2% | 3% | 0%[10 µM] | -1% | -2% | 12%
C=CCOC(=O)C1=C[C@@H](c2ccc3c(c2)OCO3)C[C@@H](OCc2ccc(CO)cc2)O1 | -16%[9.22 µM] | / | 6% | -2%[10 µM] | / | -7% | /
COc1ccccc1CCc1nnc(CCC(=O)N(C)Cc2ccncc2C)o1 | 6%[9.22 µM] | 3% | 3% | 19%[10 µM] | 3%[46 µM] | 9% | /
Cc1ncc(CN2CCN(CCC(C)C)C(CCO)C2)s1 (centres undefined) | -11%[9.22 µM] | -2% | 8% | 2%[10 µM] | 5%[46 µM] | 4% | /
CCN(CC)CCCNC(=O)CNC(=S)N(CCCN1CCOCC1)Cc1cccs1 | 8% | 2% | 11% | 7%[10 µM] | / | 7% | 21%
O=C(N/N=C/c1cc([N+](=O)[O-])ccc1O)C1CC1 | -3%[9.22 µM] | / | / | 3%[10 µM] | / | -25% | /
C=CCN1CN=C(NS(=O)(=O)c2ccc(NC(C)=O)cc2)NC1 | 2% | / | -10% | -3% | / | -3% | /
CCCCc1nc2c(c3c1C[C@H](C)OC3)CN(S(=O)(=O)c1ccc3c(c1)OCCN3C)CC2 | / | -8%[7.66 µM] | -5% | 2%[10 µM] | 2%[9.22 µM] | 3%[13.1 µM] | -12%[9.22 µM]
COc1ccc(-c2cc(CCCC(=O)NCCc3cc(OC)ccc3OC)no2)cc1 | -10% | -2% | -1%[38.3 µM] | -12%[0.074 µM] | ? | 3% | -10%
CCOc1cc(C(=O)NC(=S)Nc2cccnc2)cc(OCC)c1OCC | 24% | 5% | -3% | 0%[10 µM] | 0% | 8% | -8%
O=C1NC[C@@H](Cc2cccc3ccccc23)N(CC2CCCCC2)C1=O | -3%[9.22 µM] | / | / | 19%[10 µM] | / | 8% | /
C(=C\c1nc(-c2cccnc2)no1)/c1ccccc1 | -15%[9.22 µM] | -2% | 7% | -14%[10 µM] | -3%[46 µM] | -1% | /
CSc1nc2c(c(=O)[nH]1)C(c1cccs1)C1=C(CCCC1=O)N2 (centres undefined) | 3% | 1% | -6%[38.3 µM] | -4% | 0% | -6% | -12%
C[C@@H]1CC[C@H]2C(=O)N3[C@@H](CC[C@@H](C)[C@@H]3c3ccc(Br)cc3)C(=O)N2[C@H]1c1ccc(Br)cc1 | -1% | 2% | 1% | / | ? | -2%[2.36 µM] | -17%
Cc1nc2nc(-c3cccs3)cn2nc1C | -14%[9.22 µM] | ? | -21%[38.3 µM] | -43%[inhibitor] | -3% | -13% | 14µM*
Cc1ccccc1-c1nnc(SCCC(=O)N2CCOCC2)o1 | 14% | 1% | -24% | -25% | / | -3% | 8%
Cc1ccc(C)n1CCN1CCN(C(=O)c2ccco2)CC1 | ? | -2% | 7%[38.3 µM] | -2% | 24% | 1% | 29%
CCN(CCNC(=O)C1CCN(S(=O)(=O)c2cccc3cccnc23)CC1)c1ccccc1 | -3% | 5% | 12%[38.3 µM] | 0% | -11% | -2% | 9%
Cc1ccccc1NC(=O)C1CCN(C2=NS(=O)(=O)c3ccccc32)CC1 | -24% | 2% | -9% | -13% | / | 2% | -49%[inhibitor]
O=C(c1cccc([N+](=O)[O-])c1)N1CCCC(C(=O)N2CCCCC2)C1 (centres undefined) | -8%[9.22 µM] | / | / | 10%[10 µM] | / | 8% | /
O=C(CSc1nc2ccccc2n1CCc1ccccc1)N1CCOCC1 | 5% | / | / | -7%[10 µM] | -11% | 4% | /
O=[N+]([O-])c1ccc2nc[nH]c2c1 | / | / | 3% | 21% | / | -9%[21.7 µM] | -11%
CN(CC1CCOCC1)C(=O)CC1C(=O)NCCN1CC1CCCCC1 (centres undefined) | 12%[9.22 µM] | -4% | 6% | -1%[10 µM] | 13%[46 µM] | -1% | /
O=C(O)c1cccc(-n2cccc2/C=C2/NC(=O)N(c3ccc(Cl)cc3)C2=O)c1 | 20% | 1% | 5% | / | / | ? | 18%
N#C/C(=C\c1c(Cl)cccc1Cl)c1nc2ccccc2o1 | ? | 1% | 24% | -5%[10 µM] | -10% | -9% | -12%
S=C(NCC1CCCO1)N1CCN(c2cccc(Cl)c2)CC1 (centres undefined) | -22% | -4% | 10% | -4% | / | 3% | -5%
Cc1ccc(-n2ncc3c(Nc4c(C)n(C)n(-c5ccccc5)c4=O)ncnc32)c(C)c1 | 18% | -2% | 6%[38.3 µM] | -2% | 8% | 5% | 2%
Cc1cc(OCc2ccc(C(=O)n3cccn3)o2)ccc1Cl | -20% | -1% | 2% | -9%[10 µM] | -3% | -4% | 11µM*
COC(=O)[C@H](CCSC)NC(=O)NCc1ccccc1F | -12% | -4% | -5%[38.3 µM] | 4% | -1% | 0% | -5%
N#CC1=C(N)NC(SCC(=O)Nc2ccccc2)=C(C#N)C12CCCC2 | 6% | 3% | -17%[38.3 µM] | -10% | -7% | -1% | -9%
CC(C)(C)NC(=O)C1Cc2ccccc2CN1S(=O)(=O)c1ccc(F)cc1 (centres undefined) | -17% | 2% | 7% | -16% | 19%[46 µM] | 5% | -3%
COc1cc(C(=O)Nc2ccc(O)cc2C(=O)O)ccc1OC(C)=O | -10% | / | / | 4% | ? | -12% | /
CC(=O)c1ccc(OCCCC(=O)NC2=NCCS2)cc1 | 12% | 1% | 4%[38.3 µM] | -12% | 14% | 8% | -3%
CCOc1ccc(NC(=O)CCN2CCCCC2)cc1 | 8%[9.22 µM] | -1% | 11%[38.3 µM] | -3% | ? | 12% | 7%
CCS(=O)(=O)N1CCC(C(=O)NCCCN2CCCC2)CC1 | 8% | -3% | -21%[38.3 µM] | -2% | 10% | -2% | -4%
O=C(O)c1ccc(S(=O)(=O)N2CCCCCC2)cc1 | 12%[9.22 µM] | 4% | 16%[38.3 µM] | 7% | 1% | 6% | -9%
O=C(CC1(O)C(=O)Nc2ccccc21)c1ccccc1 (centres undefined) | -13% | -2% | 0%[38.3 µM] | 7%[10 µM] | -6% | 7% | -7%
O=C(CN1CCN(c2ccccn2)CC1)Nc1ccc(OCc2ccccc2)cc1 | -26% | 3% | -2%[38.3 µM] | -9%[0.074 µM] | -10% | -8% | -20%
NC(N)=Nc1nc(CCN2C(=O)c3ccccc3C2=O)cs1 | -6% | -5% | 0%[38.3 µM] | -52%[inhibitor] | -17% | 11% | 32µM*
CS(=O)(=O)NN1C(=O)c2ccccc2NC1c1cccc(O)c1 (centres undefined) | 16% | / | -9% | -11% | / | -3% | /
Cc1ccc(C)c(C(=O)COC(=O)c2ccc(Br)o2)c1 | 6% | -2% | 26%[38.3 µM] | 6% | 7% | 15% | 24%
CC(NC(=O)c1ccc(N)cc1)c1ccccc1 (centres undefined) | 15% | 0% | 1% | -28% | / | 6% | 15%

New compounds follow
Compound | HTT aggregate | Luc counter | IMPase Li cell | HTT cytoprotect | Lamin A splicing | CBFb-RUNX1 inh | SMN2 splice enh
CCn1c(SCC(=O)Nc2nc(C)c(C(=O)OC)s2)nnc1C(C)C | -25% | 1% | 5%[38.3 µM] | -19%[10 µM] | 4% | -1% | 6%
CCCCCOc1ccc(N2C(=O)C(C)CNC2=S)cc1 (centres undefined) | 4%[9.22 µM] | / | / | -9%[10 µM] | / | 2% | /
CCN(CC)C(=O)C1CCN(CC2CC=CCC2)CC1 (centres undefined) | -25% | 3% | -7% | -4%[10 µM] | -6% | 7% | 4%
O=C(O)CCNC1C=CS(=O)(=O)C1 (centres undefined) | 9% | 0% | 3% | 31%[10 µM] | -1%[46 µM] | 12% | -1%

Bioassay records from PubChem.
